Source: PubChem (Sanford-Burnham Center for Chemical Genomics)
Gli-Sufu block: antagonists of Gli-Sufu signaling; Sufu-KO-LIGHT fibroblasts, Gli luciferase reporter luminescence; inhibition, % at 5 µM; hit rate 0.74% among 340,000; AID 588413;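 active = inhibition above about 55%, limit read from the data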;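 note: 0% = DMSO-treated cells and 100% = wells with medium but no cells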
CXCR6 block: inhibitors of human CXCR6 receptor | O00574 | inhibition, % at 20 µM | CHO-K1 PathHunter CXCR6 beta-arrestin, luminescence | hit rate 0.36% among 360,000; in the data active = inhibition above about 34%, passing the limit was not always enough;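 note: antagonist mode with CXCL16 agonist at 10 nM final; 0% = 10 nM CXCL16 with DMSO and 100% = unstimulated wells without agonist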
CCR6 antagonist: antagonists of human CCR6 receptor; hit rate 0.49% among 340,000; inhibition, % at 20 µM; CHO-K1 CCR6 PathHunter beta-arrestin, luminescence, CCL20-stimulated;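 active = compounds whose inhibition of the agonist-driven luminescence signal at 20 µM reaches about 50%, limit read from the data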;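 note: cells stimulated with CCL20 at 14 nM final; plate controls were DMSO with CCL20 for no effect and DMSO without agonist for full effect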
Target sequence (P51684 whole entry, looked up): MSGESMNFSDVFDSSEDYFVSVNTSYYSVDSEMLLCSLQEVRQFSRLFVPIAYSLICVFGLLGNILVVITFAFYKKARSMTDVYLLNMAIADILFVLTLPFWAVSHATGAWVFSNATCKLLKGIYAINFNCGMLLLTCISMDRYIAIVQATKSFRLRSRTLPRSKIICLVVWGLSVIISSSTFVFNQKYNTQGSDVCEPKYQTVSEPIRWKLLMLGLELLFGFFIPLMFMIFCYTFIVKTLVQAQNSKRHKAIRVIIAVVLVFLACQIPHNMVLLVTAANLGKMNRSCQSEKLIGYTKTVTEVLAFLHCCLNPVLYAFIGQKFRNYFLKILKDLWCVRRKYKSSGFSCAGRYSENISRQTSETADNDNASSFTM
A3A deaminase: inhibitors of human APOBEC3A DNA deaminase; P31941; recombinant A3A, FAM/TAMRA ssDNA deamination fluorescence; inhibition, % at 20 µM; hit rate 0.41% among 330,000;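 active = at least 40% inhibition at 20 µM here, with at most 30% in a related deaminase screen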;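 note: plate controls were A3A with DMSO for no effect and wells lacking A3A enzyme for full effect; some results filed as inactive read as strong as hits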
Target sequence (P31941 whole entry, looked up): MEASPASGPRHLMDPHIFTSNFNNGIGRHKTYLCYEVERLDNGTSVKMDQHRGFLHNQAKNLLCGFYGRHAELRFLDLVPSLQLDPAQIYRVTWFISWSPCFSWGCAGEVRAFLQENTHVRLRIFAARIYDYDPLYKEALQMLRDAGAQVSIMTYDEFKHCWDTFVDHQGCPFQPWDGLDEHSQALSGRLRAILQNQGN
MPTP inh: permeability transition pore inhibition; AID 602449; hit rate 1.4% among 360,000; isolated mouse mitochondria, Ca2+ swelling absorbance, 30 min; inhibition, % at 10 µM;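 active = inhibition of 50% or more, scaled per plate between neutral and stimulator controls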;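 note: 0% = DMSO wells given calcium and 100% = 1 mM EGTA wells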
EBI2 block: EBI2 (human) antagonism | EBI2 beta-arrestin recruitment, luminescence, 7a,25-OHC stimulated | inhibition, % at 5 µM | hit rate 0.81% among 360,000; in the data active = inhibition above about 38%;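 note: enzyme fragment complementation signal reports receptor beta-arrestin coupling in cells; 0% = agonist plus DMSO wells and 100% = wells without agonist; some results beyond the cut were filed as inactive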
GRIN3A LBD mod: modulates the human NR3A ligand-binding domain | NR3A LBD differential scanning fluorimetry, Tm shift; 0% = protein alone, 100% = glycine-bound protein | Tm shift relative to glycine control, % at 25 µM | hit rate 2.5% among 340,000 | AID 1259313;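 active = melting temperature shift of at least 10% of the positive control shift, at one fixed dose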
A3G deaminase: APOBEC3G (human) deaminase inhibition; Q9HC16; recombinant A3G, ssDNA deamination FAM/TAMRA fluorescence; inhibition, % at 20 µM; hit rate 0.28% among 330,000; AID 493012;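 active = inhibition of at least 40% at 20 µM, with no more than 30% in the related APOBEC3A deaminase screen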;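 note: plate controls were DMSO wells with A3G for no effect and wells lacking A3G enzyme for full effect; some compounds called inactive have numbers as strong as hits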
Target sequence (Q9HC16 whole entry, looked up): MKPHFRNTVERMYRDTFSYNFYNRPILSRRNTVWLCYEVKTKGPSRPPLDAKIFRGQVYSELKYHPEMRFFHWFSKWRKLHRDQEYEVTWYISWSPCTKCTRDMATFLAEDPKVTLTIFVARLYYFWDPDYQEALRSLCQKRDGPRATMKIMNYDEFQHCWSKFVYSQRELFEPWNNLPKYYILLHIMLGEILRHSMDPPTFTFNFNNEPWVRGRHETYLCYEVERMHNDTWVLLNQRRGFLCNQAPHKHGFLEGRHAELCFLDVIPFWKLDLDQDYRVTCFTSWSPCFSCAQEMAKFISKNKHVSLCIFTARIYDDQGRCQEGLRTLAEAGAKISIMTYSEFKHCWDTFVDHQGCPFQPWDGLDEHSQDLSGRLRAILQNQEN
Active calls of the source: *; nt = not tested or not shown.

Values run as follows: Gli-Sufu block	CXCR6 block	CCR6 antagonist	A3A deaminase	MPTP inh	EBI2 block	GRIN3A LBD mod	A3G deaminase
1. O=C(NN=C1CCCCCC1)c1cccnc1
  25	0	-25	-2	1.5	-3	-1	-5
2. COCC(=O)N(C)c1nnc(-c2cnccn2)s1
  1	-6	-5	-1	-1.0	-1	3	0
3. COCCNC(=O)c1cccc(Nc2nc(-c3ccccc3)c3cc(Cl)ccc3n2)c1
  6	5	27	-1	5.5	43	2	-3
4. O=C(O)CSc1ccc(NC(=O)Nc2ccccc2F)cc1
  9	6	6	-5	0.9	-9	10*	-6
5. CCN(CC)Cc1cc(O)c(CN(CC)CC)cc1O
  -1	12	9	nt	0.9	-7	-3	nt
6. CSCCCNC(=O)c1ccc(OC2CCN(C(=O)c3cccnc3)CC2)cc1
  9	4	7	3	0.4	-10	0	-4
7. CN(C)CCCn1c(=S)[nH]c2ccccc2c1=O
  4	-5	16	-1	6.9	-6	-2	-4
8. COC(=O)c1ccc(SCc2cnc(Cl)s2)cc1
  -3	-5	7	2	1.7	-10	0	-1
9. CCn1nc(C(=O)OCC(=O)N(CC(C)C)c2c(N)n(Cc3ccccc3)c(=O)[nH]c2=O)c2ccccc2c1=O
  -9	-4	15	1	-0.4	2	1	-5
10. S=c1[nH]cc(Oc2ccc(Cl)cc2Cl)c(=S)[nH]1
  1	20	30	nt	34	6	-7	nt
11. C[C@@H]1C=C[C@](Cc2ccccc2)(C(=O)NCC2CC2)N1C(=O)c1ccccc1
  1	1	18	2	-2.6	-6	1	-10
12. CCC(=O)Nc1ccc(OCc2nc3ccccc3s2)cc1
  -79	-9	4	-3	-4.5	17	2	12
13. COc1ccc(OCCN(C)Cc2ccccc2)cc1
  6	-7	-1	-3	2.5	10	-3	-4
14. O=C(Nc1ccc(NC(=S)NC(=O)c2ccco2)cc1)c1ccccc1
  -64	9	30	-2	4.3	-1	15*	-5
15. COc1cccc(OCC(O)CN2C(C)CCCC2C)c1 (centres undefined)
  20	4	1	-6	0.2	5	1	-7
16. CCOc1cc(-c2noc(-c3cccnc3)n2)ccc1OC
  -6	2	-3	-6	0.4	1	0	-8
17. COCCCn1c(SCC(=O)Nc2nnc(C)s2)nnc1-c1ccoc1C
  -3	1	-10	-1	2.0	3	-2	-3
18. C[C@@H]1O[C@@H](O[C@H]2[C@H](Oc3cc(O)c4c(c3)O[C@H](c3ccc(O)cc3)CC4=O)O[C@H](CO)[C@@H](O)[C@@H]2O)[C@H](O)[C@H](O)[C@H]1O
  -45	8	1	0	-1.7	-1	2	-5
19. CCCn1c(N)c(N(CCOC)C(=O)CSCC(=O)Nc2cccc(C)c2)c(=O)[nH]c1=O
  -12	-7	6	3	-2.5	-14	5	-5
20. CC1CC(C)(C)CC2(C1)NC(=O)N(CC(=O)Nc1cc([N+](=O)[O-])ccc1F)C2=O (centres undefined)
  -1	2	7	-3	-0.8	23	-5	-7
21. CCOc1ccccc1-c1nc(C(N)=O)c2[nH]c(=O)n(-c3ccc(F)cc3)c2n1
  1	4	13	-3	-0.1	-6	0	-8
22. COC(=O)CSc1nnc(Cc2cc(=O)[nH]c(=O)[nH]2)n1-c1cccc(OC)c1
  -9	4	-20	-1	-1.2	-3	2	-6
23. COCCN1C=C(C(=O)OC)C(c2ccc(OC)c(OC)c2)C(C(=O)OC)=C1
  0	-5	10	0	-1.2	4	-2	-5
24. Cc1[nH]c2c(C)cccc2c1CCNS(=O)(=O)c1cccc([N+](=O)[O-])c1
  -1	-15	25	-5	-1.1	3	30*	-11
25. O=C(Nc1ccccc1SCC1CSc2nc3ccccc3c(=O)n21)c1ccccc1Cl (centres undefined)
  -3	2	2	3	-1.8	-3	-3	-3
26. CC(C)C[C@H](NC(=O)N1CC(=O)Nc2ccccc21)C(=O)N[C@H](Cc1ccccc1)C(=O)O
  -5	3	-1	-4	0.6	-5	1	-11
27. N#C/C(=C(/O)c1ccc(Br)s1)c1nc2ccccc2[nH]1
  23	3	13	-5	3.1	0	-1	-9
28. CN(Cc1ccccc1O)CC1CCCN(CCc2ccc(Cl)cc2)C1 (centres undefined)
  15	10	19	0	2.6	8	0	-3
29. COc1ccc(-n2nnc3c(=O)n(Cc4ccccc4C)cnc32)cc1
  2	0	2	-3	-1.0	22	0	-5
30. O=C(NNC(=O)C1CCCO1)c1ccc(Cl)cc1 (centres undefined)
  -4	0	-7	-3	-0.9	-9	-1	-6

Random excerpt: two records from the list, in no set order.
Values run as follows: Gli-Sufu block	CXCR6 block	CCR6 antagonist	A3A deaminase	MPTP inh	EBI2 block	GRIN3A LBD mod	A3G deaminase
2. COCC(=O)N(C)c1nnc(-c2cnccn2)s1
  1	-6	-5	-1	-1.0	-1	3	0
24. Cc1[nH]c2c(C)cccc2c1CCNS(=O)(=O)c1cccc([N+](=O)[O-])c1
  -1	-15	25	-5	-1.1	3	30*	-11

(listing goes on)
Values run as follows: Gli-Sufu block	CXCR6 block	CCR6 antagonist	A3A deaminase	MPTP inh	EBI2 block	GRIN3A LBD mod	A3G deaminase
31. CCN1CCC(O)(/C=C/c2ccc(C)cc2)C(C(=O)/C=C/c2ccc(C)cc2)C1 (centres undefined)
  -6	20	64*	nt	58*	20	1	nt
32. N#Cc1cnn2c(C(F)(F)F)c3c(nc12)CCCC3
  -3	2	9	1	-2.3	4	-1	-5
33. CN1CCN(C2Cc3ccc(F)cc3Sc3cc(F)c(Cl)cc32)CC1 (centres undefined)
  5	4	18	3	-7.8	-8	-3	2
34. COc1ccc(NC(=O)c2cc(S(=O)(=O)NCC3COc4ccccc4O3)ccc2F)cc1 (centres undefined)
  -4	-3	24	2	6.9	1	3	1
35. COc1ccc(CCNC(=O)CS(=O)(=O)Cc2nc(-c3ccccc3Cl)oc2C)cc1OC
  1	-5	4	-5	-2.5	-3	-1	-14
36. Cc1ccc(S(=O)(=O)N2CCN(CCOc3ccccc3)CC2)cc1
  0	3	5	0	-1.1	12	0	-10
37. O=Nc1c(O)n(Cc2ccc(Cl)cc2)c2ccccc12
  4	2	22	0	5.8	-3	-10	-1
38. COc1ccc(NC(=O)CN2CCN(CC(=O)Nc3ccccc3Cl)CC2)cc1Cl
  8	3	8	-3	-0.6	35	-5	-3
39. Cc1c(NC(=O)C2CC(c3ccc(F)cc3)=NO2)c(=O)n(-c2ccccc2)n1C (centres undefined)
  6	-3	18	0	-1.4	2	-1	-5
40. CC(=O)C1=NN(c2ccccc2)C(c2ccc3c(c2)OCO3)N1c1ccccc1 (centres undefined)
  14	-2	-12	-5	3.6	3	-3	-7
41. O=S(=O)(c1cccs1)N1CN(C2CCCC2)c2nc3ccccc3nc21
  -6	nt	7	-2	nt	nt	0	-6
42. Cc1nc2ccc(NS(=O)(=O)c3ccc(Br)cc3)cc2s1
  -8	-7	-3	-1	81*	-4	-13	-6
43. COc1ccc(Br)c(OC)c1C(=O)NC(=O)Nc1c(F)cccc1F
  8	3	6	-2	1.0	2	1	-10
44. Cc1ccc(-c2cn(CCC(=O)O)c(-c3ccc(Cl)nc3)n2)cc1
  -7	0	8	-1	-1.7	-8	-1	-5
45. CN(C(=O)c1cccc(NC(=O)Cc2cccc([N+](=O)[O-])c2)c1)C1CCCC1
  2	0	1	2	1.5	-10	-7	-2
46. COc1ccccc1Nc1ncnc2c1c(C)c(C)n2CCO
  -7	3	-5	-3	-0.2	-7	-2	-3
47. CCN(c1ccc(OC)cc1)S(=O)(=O)N1CCCC(C(=O)NCc2cccc(C)c2)C1 (centres undefined)
  4	-1	17	-1	-0.8	5	-2	-4
48. Cc1ccc(Cl)c(NC(=O)COC(=O)c2ccccc2C(=O)c2ccc(Cl)c([N+](=O)[O-])c2)c1Cl
  10	14	12	nt	0.9	42	-4	nt
49. O=C(CN1C(=O)NC2(CCCCCCC2)C1=O)NC1CCCc2ccccc21 (centres undefined)
  -12	-17	2	-2	-0.4	2	-3	-7
50. COC(=O)C(Cc1c[nH]c2ccccc12)NC(=O)c1cc(-c2ccc(OC)c(OC)c2)oc1C (centres undefined)
  27	-5	0	-8	-0.8	22	-8	-7
51. O=C(c1ccc(CN2CCOCC2)cc1)N1CCC(Cc2ccccc2)CC1
  1	-8	1	-5	0.5	-8	0	-6
52. Cc1cc(C)n(CC(C)NCc2cn[nH]c2-c2ccc(C)c(C)c2)n1 (centres undefined)
  2	0	6	2	-0.7	-4	1	-9
53. COc1ccc(-c2nc(CSCC(=O)NCCCN3CCCC3=O)c(C)o2)cc1
  15	-4	9	-3	-0.5	-4	0	-3
54. O=c1c2ccccc2nc2ccc(NCc3cccs3)nn12
  -61	2	10	0	-1.6	7	-1	-1
55. O=P(Cc1ccccc1)(Cc1ccccc1)c1ccccc1
  -2	7	1	nt	1.6	0	0	nt
56. O=C(N/N=C/c1cccc([N+](=O)[O-])c1)C1COc2ccccc2O1 (centres undefined)
  -10	-2	8	-3	-0.9	-3	1	-11
57. CSc1c(SCc2ccccc2)cnn(Cc2ccccc2)c1=O
  2	12	30	nt	-0.2	2	1	nt
58. O=C(Nc1cccc(F)c1)Nc1ccnn1C1CCN(C(=O)c2ccccn2)CC1
  -1	-7	-12	-6	-1.0	-1	2	-9
59. CC(=O)Nc1nc(C)c(Oc2ccc(Cl)cc2Cl)c(=O)[nH]1
  3	0	-2	-1	-1.0	-14	1	-1
60. NC(=O)NC(CC(=O)NCCCc1ccccc1)c1ccc(Cl)cc1 (centres undefined)
  -6	-5	0	-3	0.2	-7	-2	-5
61. COc1ccccc1CNC(=O)[C@@H]1CCCN1S(=O)(=O)c1ccc(C)cc1
  -5	5	2	-4	-0.9	-2	-1	3
62. CC(=O)Nc1cccc(NC(=O)c2cc3ccccc3o2)c1
  -100	-14	8	0	0.8	11	6	-2
63. CCC(=O)Nc1ccc(Cl)c(NC(=S)NC(=O)c2ccco2)c1
  -21	18	27	-1	1.9	0	-8	-3
64. O=C(O)CCC(=O)Nc1nc2ccccc2s1
  1	1	-24	-3	-1.1	-4	0	-5
65. O=S(=O)(Cc1ccccc1Cl)Nc1ccccn1
  -5	1	-5	-1	0.5	-14	-4	-5
66. O=[N+]([O-])c1ccc(-c2nc(-c3ccncc3)no2)cc1
  -9	-15	-13	3	0.0	-8	-2	-9
67. Cc1nnc(Sc2nc3c(c(=O)[nH]c(=O)n3C)n2CCc2ccccc2)s1
  -10	0	1	-1	0.0	-6	-1	-7
68. COc1ccc(S(=O)(=O)N2CCOCC2)cc1C(=O)N1CCCCC1
  20	-3	6	-5	-1.6	-5	0	-11
69. O=C(NNc1nc(-c2ccc(Br)cc2)cs1)c1ccco1
  -20	2	0	2	1.0	-7	-2	0
